TPT1 inhibitor: inhibitors of Candida albicans tRNA 2'-phosphotransferase TPT1 | recombinant caTPT1, FP RNA substrate dephosphorylation | AID 1962 | inhibition, % at 5 µM | 300,000 compounds, 0.81% hits;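 active = inhibition above the mean of all tested compounds plus 3 SD, set per screening campaign, cut at about 24% in these data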;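 also: plate controls were DMSO alone for no effect and ferristatin control at 100 nM for full effect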
procasp7 counter: counter-screen for procaspase-3 activators: activators of human procaspase-7 | AID 463210 | recombinant procaspase-7, Ac-DEVD-pNA absorbance 405 nm; D23A/D198A/D206A triple mutant, cannot self-cleave; scale: DMSO 0, 5 µM enzyme 100 | P55210 | 330,000 compounds, 0.093% hits | activation, % at 8.5 µM;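 active = percent activation above the screen-wide mean plus 3 SD, cut at about 25% in these data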
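buffer or medium = Zinc-free HEPES/NaCl buffer, pH 7.4 | material = Procaspase-7 triple mutant (PC-7 D3A) | input = 2 µM procaspase-7 mutant as dispensed | signal = Epi-absorbance of released pNA at 405 nm, two timepoints | timing = 1 h preincubation, 2 h reaction | replicates = singlicate compound testing | evaluation = % activation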
Efflux pump mplx: inhibitors of Candida antifungal efflux pumps expressed in yeast; S. cerevisiae Candida pump triplex, Nile Red efflux; AID 485275; 330,000 compounds, 0.44% hits; inhibition, % at 10 µM;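 active = plate passing quality check with inhibition over a set limit, or well fluorescence over plate mean plus 4 SD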;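 also: Nile Red retained in pooled yeast measured as flow cytometry median fluorescence; 0% = buffer negative control and 100% = Enniatin B positive control; higher means more Nile Red kept so more efflux inhibition; some compounds called inactive have numbers as strong as hits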
CTSL1 counter: counter-screen for PFM18AAP inhibitors: inhibitors of F. hepatica cathepsin L1; recombinant F. hepatica cathepsin L1, Z-Leu-Arg-MCA fluorescence; inhibition, % at 5.96 µM; 300,000 compounds, 0.49% hits; AID 1906;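 active = inhibition above the mean of all tested compounds plus 3 SD, set per screening campaign, cut at about 17% in these data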;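 also: 0% = plate median of test compound wells and 100% = 1 µM Z-Phe-Ala-diazomethylketone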
PP1 inh: counter-screen for PP5 inhibitors: inhibitors of human PP1-alpha; P62136; purified PP1alpha, OMFP fluorescence; inhibition, % at 6.7 µM; 320,000 compounds, 0.9% hits; AID 2235;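 active = inhibition above the mean inhibition of all tested compounds plus 3 SD, computed separately for each screening campaign, cut at about 15% in these data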
Target sequence (P62136 whole entry, looked up): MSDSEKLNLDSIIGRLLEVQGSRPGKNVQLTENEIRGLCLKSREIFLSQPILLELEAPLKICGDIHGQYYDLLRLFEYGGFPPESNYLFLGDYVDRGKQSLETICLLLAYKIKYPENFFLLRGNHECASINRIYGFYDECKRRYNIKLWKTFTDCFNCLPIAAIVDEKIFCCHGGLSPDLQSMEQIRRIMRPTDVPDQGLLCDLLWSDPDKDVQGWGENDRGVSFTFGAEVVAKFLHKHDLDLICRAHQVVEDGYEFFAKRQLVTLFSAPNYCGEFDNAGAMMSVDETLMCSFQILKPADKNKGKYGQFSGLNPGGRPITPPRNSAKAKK
PP5 inh: inhibitors of human protein phosphatase 5 (PP5). P53041. purified PP5c, OMFP substrate fluorescence. inhibition, % at 6.7 µM. 320,000 compounds, 0.18% hits;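 active = inhibition above the campaign's mean inhibition across all tested compounds plus 3 SD, cut at about 9.5% in these data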;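 also: 0% = DMSO only and 100% = 100 µM cantharidin control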
GASC-1 inh: human JMJD2C demethylase inhibition | 330,000 compounds, 0.069% hits | Q9H3R0 | inhibition, % at 2.35 µM | GST-JMJD2C(1-420) H3K9me3 demethylation, DELFIA europium;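 active = more than half of a compound's replicate wells show inhibition beyond 50%, single wells judged on their own value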;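 also: signal counts dimethyl H3K9 product captured on neutravidin plate; 0% = median of DMSO wells and 100% = 0.3 times that DMSO median; strong numbers were not always called active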
Target sequence (Q9H3R0 1-420 limits assumed): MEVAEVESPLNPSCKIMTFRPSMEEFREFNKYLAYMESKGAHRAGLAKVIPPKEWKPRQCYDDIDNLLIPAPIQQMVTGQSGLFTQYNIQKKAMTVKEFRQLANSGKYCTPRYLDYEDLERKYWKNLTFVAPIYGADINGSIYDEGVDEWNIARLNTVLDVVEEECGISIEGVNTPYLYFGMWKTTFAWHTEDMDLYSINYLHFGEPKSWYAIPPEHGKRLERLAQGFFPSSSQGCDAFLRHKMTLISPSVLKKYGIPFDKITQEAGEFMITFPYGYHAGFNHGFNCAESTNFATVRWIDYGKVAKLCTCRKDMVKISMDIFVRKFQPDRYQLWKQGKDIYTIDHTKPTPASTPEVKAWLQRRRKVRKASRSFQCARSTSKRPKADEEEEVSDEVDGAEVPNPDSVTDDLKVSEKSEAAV
proCasp3 act: activators of human procaspase-3 | P42574 | recombinant procaspase-3 D3A, Ac-DEVD-pNA absorbance 405 nm | activation, % at 8.5 µM | 330,000 compounds, 0.11% hits;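 active = activation above the mean of all tested compounds plus 3 SD, cut at about 21% in these data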;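 also: 0% = DMSO alone and 100% = DMSO wells spiked with extra 5 µM PC-3 D3A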
Target sequence (P42574 whole entry D9A/D28A/D175A): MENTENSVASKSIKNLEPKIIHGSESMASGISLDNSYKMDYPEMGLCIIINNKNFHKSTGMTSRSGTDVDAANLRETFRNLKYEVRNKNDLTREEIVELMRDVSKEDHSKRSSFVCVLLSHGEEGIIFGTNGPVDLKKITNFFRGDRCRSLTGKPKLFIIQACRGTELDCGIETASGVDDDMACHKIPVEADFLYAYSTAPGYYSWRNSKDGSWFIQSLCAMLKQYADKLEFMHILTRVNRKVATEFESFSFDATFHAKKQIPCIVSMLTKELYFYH
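Assay system – Procaspase-3 D3A mutant, all three cleavage aspartates alanine · Controls – DMSO-only low control, 5 µM PC-3 D3A high control · Schedule – 1 h compound preincubation, 2 h substrate hydrolysis at 25 °C · Signal – 405 nm absorbance of p-nitroaniline, reads at 0 and 120 min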
HCV core dimer: HCV core protein dimerization inhibition; TR-FRET GST/Flag-core106 dimerization, 1536-well; inhibition, % at 5 µM; 300,000 compounds, 0.33% hits; AID 1899;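 active = inhibition above the mean of all tested compounds plus 3 SD, set per screening campaign, cut at about 45% in these data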
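test system = GST/Flag-tagged HCV core106 proteins | probe or stimulus = Eu donor and XL665 acceptor anti-tag antibodies | times = compound-protein-antibody incubation 4 h at 22.5 °C | signal = TR-FRET, excitation 340 nm, emission 617 and 671 nm | measure = percent inhibition of core106 dimerization signal | controls = wells lacking GST-core106 and wells with excess unlabelled core106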
* marks the source's active call; other numbers are inactive results; x = not tested or not shown; & = joins results of further samples.

SMILES	TPT1 inhibitor	procasp7 counter	Efflux pump mplx	CTSL1 counter	PP1 inh	PP5 inh	GASC-1 inh	proCasp3 act	HCV core dimer
NS(=O)(=O)c1ccc(CCNC(=O)c2ccc(CS(=O)(=O)c3ccc(Br)cc3)o2)cc1	0	9	-0.2	-3	-2	1.6	2	1	-1
CCOC(=O)CN1C(=O)N[C@@H](CCc2ccccc2)[C@@H](C(=O)OC)[C@H]1C	1	2	-0.1	0	-1	4.3	5	1	-6
NC(=O)NN=C1C2CCCC1C(c1ccccc1)NC2c1ccccc1 (configuration not stated)	2	2	0.1	1	0	0.9	2	-5	4
CC(O)[C@@H](C(=O)N1CCNCC1)n1cc(CCCCN)nn1 (some centres not stated)	-4	5	x	-2	-1	1.5	12	2	-24
CCC1(c2ccccc2)NC(=O)N(CC(=O)Nc2ccc(S(N)(=O)=O)cc2)C1=O (configuration not stated)	-2	-1	-0.1	7	-3	1.0	-9	-2	2
O=S(=O)(c1ccccc1)N1CCc2ccccc2C1	2	4	0.1	-3	6	3.5	7	0	-2
CCOC(=O)c1ccc(NC2c3ccccc3C(=O)N2c2cccnc2)cc1 (configuration not stated)	-1	1	-0.2	0	-1	0.3	0	6	-1
Cc1cc2oc(=O)cc(COC(=O)Cn3cnnn3)c2cc1C(C)C	3	0	0.0	2	-2	4.7	13	3	2
COc1cc(OC)c(OC)cc1CNCc1ccco1	2	6	-0.2	2	0	0.0	-1	1	-4
Cn1c(SCC(=O)N2c3ccccc3Sc3ccccc32)nnc1-c1ccco1	-6	-11	-0.1	0	2	2.9	-3	-5	6
CCCn1c(Cc2ccccc2)nnc1SCC(=O)N1CCOCC1	0	-3	-0.1	0	-3	-1.0	-13	1	-7
Cc1cc(C2=NNC(=Nc3ccc(S(=O)(=O)N4CCOCC4)cc3)SC2)c(C)n1CC1CCCO1 (configuration not stated)	-2	-11	-0.1	0	2	0.5	-6	-4	56*
CC(=O)NCC12CC3CC(C1)CC(C(=O)O)(C3)C2	0	-10	0.0	-2	0	4.1	1	6	-5
CCOc1ccc(-n2nc(C(=O)N3CCN(CC)CC3)c3ccccc3c2=O)cc1	-2	4	0.0	-1	-1	-1.6	16	5	-5
CCn1c(/C=C/c2ccccc2)nc2ccccc21	-3	11	0.0	4	-4	0.4	2	7	3
Clc1ccc(NCc2cccnc2)cc1	-3	-6	-0.1	-6	1	2.5	9	-9	10
CC(=O)Nc1ccc(S(=O)(=O)Nc2cc(C)c(-n3nc4ccccc4n3)cc2O)cc1	4	-3	0.2	1	-5	0.7	14	3	2
CC(=O)c1cccc(NC(=O)C2C3CCC(C3)C2C(=O)O)c1 (configuration not stated)	0	2	0.2	-3	7	2.9	16	0	-1
COc1ccc(CN2CCN(C(=O)c3cccc4ccccc34)CC2)cc1OC	1	11	0.1	-1	2	2.5	2	0	0
Cc1ccc2c(c1)nnn2C1CCN(C(=O)C23CC4CC(CC(C4)C2)C3)CC1	-5	10	0.1	-18	0	2.4	10	-3	14
O=C(NCCCc1ccccc1)C1CCN(c2nnc(-n3cccc3)s2)CC1	1	11	-0.2	-4	0	1.4	13	6	20
O=S(=O)(N/N=C\C=C\c1ccccc1)c1ccc(Cl)cc1	-1	1	0.3	0	-1	3.0	-5	3	-8
COc1ccc(C2c3c(n[nH]c3C)CC(C)(O)C2C(C)=O)cc1OC (configuration not stated)	1	12	-0.5	-1	9	0.0	7	-2	-1
COc1ccc(CCn2c(N3CCOCC3)nc3c2c(=O)[nH]c(=O)n3C)cc1	-1	4	0.0	4	-1	0.7	17	-5	-2
O=C(NCCc1c[nH]c2ccccc12)c1ccc(F)cc1F	-2	6	-0.1	0	-1	-2.2	-1	9	-9
CC1(C)NC(C(=O)O)Cc2c1[nH]c1ccccc21 (configuration not stated)	4	-5	-0.1	6	-4	-0.5	-3	-2	-6
NC(=O)NC(=O)COC(=O)CCCc1c[nH]c2ccccc12	-2	4	0.1	-17	-2	1.4	22	-2	-3
CSC1=N/C(=C\c2cccnc2)C(=O)N1c1ccccc1	-7	-15	-0.1	5	3	3.7	0	-13	-16
N#CCCN(C(=O)COC(=O)c1ccc(CNS(=O)(=O)c2ccc(F)c(Cl)c2)cc1)c1ccc(F)cc1	-2	0	0.7	-24	0	4.9	-24	0	1
COc1ccccc1NC(=O)COC(=O)CNC(=O)c1ccc(OC)c(OC)c1	3	9	0.1	-21	-4	3.0	3	2	-6
COc1cccc(-n2c(SCC(=O)NCCc3ccccc3)nnc2-c2ccoc2C)c1	6	5	0.3	1	4	2.3	-4&-5	-2	14
CCn1c(SCC(=O)Nc2nccc(C)n2)nc2ccccc21	1	-5	0.1	-5	-3	-0.2	42	-2	0
NC(=O)c1ccsc1NC(=O)c1ccc2c(c1)CCCC2	4	-12	0.8	-3	1	1.6	9	-6	4
COc1ccc(CSCC(=O)NCCC(C)C)cc1	-6	3	-0.1	-4	-1	1.7	18	-2	-4
O=C(Nc1ccc(Br)cn1)c1ccc(Br)s1	0	8	-0.1	2	2	1.8	-15	7	-15
CC1CC(C)CN(CCCNC(=O)c2ccc3c(c2)NC(=O)C(N2CCCCC2)S3)C1 (configuration not stated)	-7	3	-0.1	-2	-1	-2.8	-10&-1	-3	-3
NS(=O)(=O)c1cc(C(=O)OCC(=O)Nc2ccc3[nH]c(=O)[nH]c3c2)ccc1Cl	x	3	0.0	x	-3	2.1	4	-4	x
N#Cc1c(-c2ccc(F)cc2)nc(-c2ccccc2)[nH]c1=O	-4	2	-0.4	2	1	2.3	8	2	-2
COC(=O)CCCSc1nccn1-c1ccccc1	-2	6	-0.2	1	-3	0.0	-9	-8	0
O=C(NCCCN1CCCC1=O)c1nnc(Cc2c(F)cccc2Cl)o1	-1	15	0.1	-2	-3	1.5	7	2	-2
CCc1nnc(NC(=O)C2CC(=O)N(Cc3ccccc3)C2)s1 (configuration not stated)	2	1	0.1	1	-3	0.1	14	-1	-3
CCN(c1ccccc1)S(=O)(=O)c1ccc(OC)c(N=N/C(C(=O)Nc2ccccc2)=C(/C)O)c1	2	4	0.2	6	-1	-1.5	-16	2	2
CCN(CC)CCCNC(=O)c1csc(Nc2cccc3ccccc23)n1	-3	-9	0.3	-6	-3	-2.2	-27	-4	-8
CC(C)CC(=O)Nc1cccc(NC(=O)CC(C)C)n1	4	11	0.1	1	-1	-1.4	0	5	-4
FC(F)(F)c1cc(-c2cccs2)nc2cc(-c3cccs3)nn12	3	3	0.3	0	-1	-1.2	13	3	4
COCc1[nH]nc2c1C(c1ccccc1OC)C(C#N)=C(N)O2 (configuration not stated)	-2	17	0.0	0	-4	-1.6	-9&3	1	-4
CCCn1nnnc1NCc1ccc(OC)cc1	2	-2	0.1	-3	-1	2.5	1	-1	-9
CC(C)(C)Oc1ccccc1Nc1nc(NCCO)nc(N2CCCC2)n1	-1	-4	0.1	-2	0	1.6	-4	4	-2
Cc1cc(Cl)cc(Cl)c1OCCN1CCCC1	2	3	0.1	-1	-4	2.0	-4	-9	6
CCCOC1CCCN(C(=O)c2cc(Cl)c(Cl)cc2C(=O)O)C1 (configuration not stated)	-2	2	0.1	2	-1	0.2	3	-3	-8
Cn1c(SCC(=O)N2CCOCC2)nnc1-c1cnccn1	1	-7	0.5	-3	-3	2.1	2	-3	-4
CCN(CC)C(=O)CSC1=C(C#N)C(c2ccco2)C(C(=O)OCCOC)=C(C)N1 (configuration not stated)	-4	-8	-0.2	-3	0	2.9	-2	-15	-7
Cc1cc(=O)n2[nH]c(SCc3ccccc3)nc2n1	-4	6	0.0	-6	2	1.8	26	-3	2
c1ccc(CN2CCN(c3cnc4ccccc4n3)CC2)cc1	-7	-13	0.0	1	7	2.1	16	0	-11
O=C(OCC(=O)N1CCOCC1)c1ccccc1OCc1ccccc1Cl	x	8	-0.1	x	x	x	-1	3	x
Cc1c(NC(=O)C(C)C)cccc1-c1nc2ncccc2o1	-2	8	-0.2	-3	-4	-0.5	4	8	3
O=C1NC[C@@H](Cc2ccc(O)cc2)N(CC2CCCCC2)C1=O	-1	1	0.0	0	-2	-1.0	5	6	1
O=S(=O)(c1ccc(-c2ccon2)s1)N1CCN(c2ccncc2)CC1	44*	1	-0.2	1	13	1.9	2	-4	23
COc1ccc(COc2ccc3c(C)cc(=O)oc3c2)cc1	-3	-4	0.0	0	-1	-0.8	11	4	3
COc1ccc(N2CCN(C(=O)CCNC(=O)Cn3ccc4ccccc4c3=O)CC2)cc1	2	4	-0.1	0	-4	8.1	6	-3	-4
Carrying on:
SMILES	TPT1 inhibitor	procasp7 counter	Efflux pump mplx	CTSL1 counter	PP1 inh	PP5 inh	GASC-1 inh	proCasp3 act	HCV core dimer
CC(C)NS(=O)(=O)c1ccc(CCC(=O)NCc2ccc3c(c2)OCO3)cc1	-3	-7	-0.1	0	-7	-1.5	4	11	-16
CCOC(=O)C(C)Sc1nnc(NC(=O)c2cccc([N+](=O)[O-])c2C)s1 (configuration not stated)	-3	-9	-2.9	1	-3	-1.6	1	-4	-2
CN(CC(=O)NCc1cccnc1)S(=O)(=O)c1cc(Cl)ccc1Cl	3	4	0.1	0	-5	-0.1	-9	-4	0
Cc1cc(NC(=O)CCC(=O)N(Cc2ccco2)C2(C(=O)NC3CCCCC3)CCCCC2)no1	-3	-8	0.1	1	2	1.2	7	-66	1
C=CCn1nc(-c2ccccc2)c2c(C)onc2c1=O	0	6	-0.1	0	-3	-0.1	13	9	-1
O=C(Nc1ccc(Cl)cc1)c1ccncc1	4	-8	0.4	-2	-2	4.2	-2	-10	3
CCOC(=O)N1CCC(NC(=O)c2ccc(Cl)cc2)CC1	-4	7	-0.1	-9	-6	1.1	12	3	2
CCN(Cc1cc2cc(OC)ccc2[nH]c1=O)C(=O)Cc1ccc(OC)cc1	0	7	-0.1	-2	-2	-1.6	-1	-2	5
COc1ccc(N2C(=O)NC(NS(=O)(=O)c3ccc(Cl)cc3)(C(F)(F)F)C2=O)cc1 (configuration not stated)	3	-2	0.0	5	-3	-0.4	-10	10	9
Cc1cccc(OCC(=O)NNC(=O)c2cc3ccccc3oc2=O)c1	-2	0	-0.1	-7	2	0.3	-4	-6	-8

A draw from above in order of formula weight, smallest number first:
SMILES	TPT1 inhibitor	procasp7 counter	Efflux pump mplx	CTSL1 counter	PP1 inh	PP5 inh	GASC-1 inh	proCasp3 act	HCV core dimer
O=S(=O)(N/N=C\C=C\c1ccccc1)c1ccc(Cl)cc1	-1	1	0.3	0	-1	3.0	-5	3	-8
CCC1(c2ccccc2)NC(=O)N(CC(=O)Nc2ccc(S(N)(=O)=O)cc2)C1=O (configuration not stated)	-2	-1	-0.1	7	-3	1.0	-9	-2	2
NS(=O)(=O)c1ccc(CCNC(=O)c2ccc(CS(=O)(=O)c3ccc(Br)cc3)o2)cc1	0	9	-0.2	-3	-2	1.6	2	1	-1

Compound activity deposited in PubChem BioAssay by several laboratories.

Hits appear at their usual frequency; 2.9% or so of the library scored in one or more.
